# High-throughput results as filed in PubChem BioAssay.
# PTHR1 ag – activates the human parathyroid hormone receptor PTHR1. AID 743266. Potency, µM (series often up to 115 µM), without a hit: at the highest dose activation, actives largely listed as activators. 0.075% of 410,000 active. HEK293 GP2 PTHR1 cells, GloSensor cAMP luminescence, 1 h. Q03431; note: potency is the fitted concentration of half-maximal effect; nearly all actives have a fitted effect of over 55% in size; some results filed as inactive show a strong effect at the top dose; inactives centre near -15; many of its hits are not listed in these tables
# Target sequence (Q03431 whole entry, looked up): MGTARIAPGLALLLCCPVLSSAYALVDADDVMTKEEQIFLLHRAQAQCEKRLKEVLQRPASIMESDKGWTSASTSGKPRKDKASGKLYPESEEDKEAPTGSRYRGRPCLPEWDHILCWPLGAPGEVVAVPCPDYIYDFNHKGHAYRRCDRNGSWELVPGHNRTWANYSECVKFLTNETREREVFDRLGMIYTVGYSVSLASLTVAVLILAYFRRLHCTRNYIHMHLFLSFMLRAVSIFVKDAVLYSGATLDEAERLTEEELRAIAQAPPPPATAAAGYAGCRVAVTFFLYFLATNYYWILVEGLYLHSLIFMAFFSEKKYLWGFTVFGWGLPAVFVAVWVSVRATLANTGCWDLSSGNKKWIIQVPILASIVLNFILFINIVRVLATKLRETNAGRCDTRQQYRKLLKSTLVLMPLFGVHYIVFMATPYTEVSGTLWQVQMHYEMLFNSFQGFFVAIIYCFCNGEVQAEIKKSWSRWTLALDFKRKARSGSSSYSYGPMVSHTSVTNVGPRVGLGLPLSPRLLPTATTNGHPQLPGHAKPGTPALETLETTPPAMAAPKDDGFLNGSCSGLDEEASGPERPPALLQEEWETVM
#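 HEK-293-derived GP2 cells expressing PTHR1 and a GloSensor cAMP reporter, 3,000/well, plated overnight, given luciferin plus IBMX (each 0.5 mM as added) for 1 h at 37 °C, then compound for 1 h at 37 °C. Luminescence was read after 15 min at room temperature.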
# FUS yeast rescue – FUS proteinopathy suppression in yeast; Potency, µM (doses to about 76.6 µM), inactives show at the highest dose growth rescue (activation), most hits filed as activators; AID 1347120; 0.24% of 390,000 active; S. cerevisiae FUS-expressing, growth rescue, OD600, 24 h;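 note: potency is the fitted concentration of half-maximal effect; plate controls were DMSO vehicle for no effect and reference control for full effect; nearly all actives have a fitted effect of over 55% in size; some results filed as inactive show a strong effect at the top dose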
#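 Restored growth of FUS-toxic S. cerevisiae, read as 600 nm absorbance after 24 h at 30C in galactose medium (starting OD 0.005). Controls CP55940 and DMSO.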
# GLP-1R agonist – agonists of human GLP-1 receptor. 0.007% of 380,000 active. P43220. Potency, µM (titrated, usually from 45.6 µM), inactives show top-dose activation, hits mostly activators. HEK293 GLP-1R CRE-luciferase, luminescence, 4-6 h; cells express a hypersensitive GLP-1R form; note: potency is the fitted concentration of half-maximal effect; % of control where 0% means no effect
# GLP1R inv ag – acts as inverse agonist at human GLP-1 receptor | P43220 | HEK293 GLP-1R CRE-luciferase, luminescence, 24 h; GLP-1R form is constitutively active | Potency, µM (highest dose often 38.3 µM), for the others: at the top dose activity change, negative = inhibition, most hits filed as inhibitors | 1.6% of 410,000 active | AID 624417; note: potency is the fitted concentration of half-maximal effect; % is set by controls: 0 for no effect and ±100 for the full control effect; nearly all actives have a fitted effect of over 55% in size
#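 Inverse agonists were sought by their lowering of basal cAMP reporter luciferase output in HEK293 cells stably carrying constitutively active human GLP-1R, after 24 h compound treatment.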
# Abeta yeast res – A-beta toxicity reversal in yeast; yeast expressing A-beta42, growth rescue, OD600, 48 h; response scale: 0% DMSO, 100% iron-clioquinol control; Potency, µM (highest dose often 46.1 µM), without a hit: at the highest dose growth rescue, most hits filed as activators; 0.063% of 410,000 active; note: potency is the fitted concentration of half-maximal effect; nearly all actives have a fitted effect of over 55% in size
#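 Growth rescue measured by 600 nm absorbance after 48 h yeast culture at 30 C with compound. Values normalized between DMSO and an equimolar ferric chloride plus clioquinol control.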
# TDP43 rescue – TDP-43 toxicity inhibition in yeast. Potency, µM (top dose mostly 46.1 µM), for the others: top-dose growth rescue (activation), usual class: activators. 1.8% of 410,000 active. TDP-43 expressing yeast growth rescue, BacTiter-Glo, 24 h; note: potency is the fitted concentration of half-maximal effect; % of control where 0% means no effect; nearly all actives have a fitted effect of over 50% in size
#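 Cell-based yeast growth screen: TDP-43 expression induced in galactose, inoculum OD600=0.02 after raffinose pregrowth to mid-log. Read-out BacTiter-Glo luminescence at 24 hr, 30 deg C; inhibition of toxicity seen as signal increase.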
# D3 antag – D3 dopamine receptor (human) antagonism; max response, negative = inhibition, %; P35462; 2.5% of 360,000 active; D3R cells, DiscoveRx beta-arrestin luminescence, antagonist mode; hits give low values; AID 652054; in the data active = max response below about -50%; inconclusive = no clear call, values can overlap the other calls; note: % is set by controls: 0 for no effect and ±100 for the full control effect; mostly tested at two doses, the higher about 12 µM
# Target sequence (P35462 whole entry, looked up): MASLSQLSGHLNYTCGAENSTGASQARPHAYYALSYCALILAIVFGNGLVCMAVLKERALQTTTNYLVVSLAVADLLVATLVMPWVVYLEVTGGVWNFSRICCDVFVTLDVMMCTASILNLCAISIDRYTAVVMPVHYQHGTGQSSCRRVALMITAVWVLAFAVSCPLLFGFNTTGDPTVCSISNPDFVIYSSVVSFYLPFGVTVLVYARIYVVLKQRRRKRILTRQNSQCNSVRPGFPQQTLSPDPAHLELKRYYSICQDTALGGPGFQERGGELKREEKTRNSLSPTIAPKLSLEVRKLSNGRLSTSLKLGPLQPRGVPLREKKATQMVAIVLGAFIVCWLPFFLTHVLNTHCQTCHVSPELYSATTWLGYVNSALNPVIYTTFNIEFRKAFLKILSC
#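 Cells plated overnight at 1500 cells/well, then exposed to library compounds with dopamine controls for 90 minutes at 37 degrees C. DiscoveRx reagent added for 30–60 minutes at room temperature; luminescence read, quantitative HTS format.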
# aSyn yeast inh – rescues yeast growth from alpha-synuclein toxicity | Yeast expressing alpha-synuclein, growth rescue, BacTiter-Glo, 24 h | Potency, µM (series often up to 46.1 µM), without a hit: at the top dose growth rescue (activation), usual class: activators | 0.14% of 370,000 active | AID 652106; note: potency is the fitted concentration of half-maximal effect; % of control where 0% means no effect; nearly all actives have a fitted effect of over 65% in size
#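 Screening used galactose-induced yeast with toxic alpha-synuclein levels, exposed to compound for 24 hr at 30 deg C. Cell growth, read with BacTiter-Glo luminescence, gave the measured signal.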
# Akt phos inh – inhibitors of Akt phosphorylation. 0.32% of 360,000 active. Neuro2A IGF-stimulated pAkt S473 HTRF, 20 min; hits give low values. activity change, % for hits at 50 µM. AID 651550; in the data active = activity change below about -80%; inconclusive = mostly about -51% to -80%; note: % is set by controls: 0 for no effect and ±100 for the full control effect
#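 Single-point screen (50 µM final compound) in Neuro2A cells stimulated 20 min with 6 nM IGF at 37 deg C. After lysis, Ser473-phosphorylated Akt read by HTRF (ex 330 nm, em 615/665 nm) as the 665/615 ratio.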
# An asterisk follows results filed as active; i = inactive; u = inconclusive; x = no result given; [ ] = another dose, or the depositor's remark. Unless noted, calls come from the whole dose curve; as a rule, active = well fitted curve in the direction sought with a large enough effect; inconclusive = small, poorly fitted or top-dose-only effect, or another doubt; inactive = no such curve, though single readings can be large; an effect the other way counts as inactive or inconclusive. Only part of the results is shown; rates above refer to the full screens.
SMILES,PTHR1 ag,FUS yeast rescue,GLP-1R agonist,GLP1R inv ag,Abeta yeast res,TDP43 rescue,D3 antag,aSyn yeast inh,Akt phos inh
CC(=O)c1cccc(NC(=O)c2c(C)nn(-c3ccc(F)cc3)c2-n2cccc2)c1,-41%[inhibitor],-9%,-5%,-14%,-12%,23%,x,-4%,x
CCC(C)(C)NC(=O)c1cc(OC)c(OC)cc1[N+](=O)[O-],i,13%,11%,11%,3%,-10%,62,0%,i
Cc1ccccc1N1C(S)=C(C#N)C(=O)NC1c1ccco1 (stereo not given),-19%,18%,0%,-14%,u,21%,4,-7%,i
CCCn1c(SCc2cc(=O)[nH]c3ccccc23)nc2c1c(=O)n(C)c(=O)n2C,i,0%,-4%,0%,-1%,2%,-6,0%,i
CC(=O)c1ccc(NC(=O)C2CCCN(C(=O)c3ccc(Cl)cc3)C2)cc1 (stereo not given),-11%,20%,13%,u,-2%,0%,-22,-1%,i
CC(=O)c1cccc(NC(=O)CCS(=O)(=O)c2cccc3nonc23)c1,-3%[57.5 µM],7%,-1%,11%,7%,15%,u,-9%,i
CCN(CC)c1ccc2cc(-c3nnc(-c4ccncc4)o3)c(=O)oc2c1,i,16%,-12%,7%,4%,-22%,36,-2%,i
CCN(CC)S(=O)(=O)c1ccc(C(=O)N(c2ccccc2)C2C=CS(=O)(=O)C2)cc1 (stereo not given),0%,3%,10%,6%,-11%,-16%[0.397 µM],1,-1%,i
COc1cc(NC(=O)COC(=O)c2cc(S(=O)(=O)N3CCCCC3)ccc2Cl)c(C)cc1[N+](=O)[O-],-6%,x,3%,-6%,-8%,-13%,0,-1%,i
CCOC(=O)Nc1ccc2c(CN(C)Cc3ccc(F)cc3)cc(=O)oc2c1,-34%[inhibitor],-4%,5%,3%,1%,5%,8,3%,i
O=C(Nc1ccc(S(=O)(=O)Nc2ncccn2)cc1)c1ccccc1Br,-11%,-17%,10%,15%,6%,0%,4,0%,i
COc1ccc(NC(=O)c2cc(S(=O)(=O)NCC3COc4ccccc4O3)ccc2F)cc1 (stereo not given),-42%[inhibitor],u,2%,u,36%,35µM*,2,6%,i
Cn1nnnc1SCSc1nnnn1C,i,-5%,-2%,0%,-9%,-7%,0,-6%,i
COc1ccc2c(c1)sc1ncc(C(=O)NCc3ccc(OC(C)C)cc3)c(=O)n12,-4%,-24%,x,12%,-6%,25%,x,x,x
Cc1cc(S(=O)(=O)N2CCCC2C(=O)N2CCOCC2)c(C)cc1Cl (stereo not given),-12%[57.5 µM],-5%,6%,0%,7%,0%,-19,2%,i
O=[N+]([O-])c1ccc(Cl)c(S(=O)(=O)Nc2cccc(-c3ccc(N4CCOCC4)nn3)c2)c1,i,26%,0%,-8%,-10%,-3%,0,5%,i
CS(=O)(=O)c1ccc2nc(NC(=O)c3ccccc3)sc2c1,-41%,4%,-7%,-14%,-10%,-9%,-7,-10%,i
CCCC[n+]1ccn(-c2nc3ccccc3nc2[N-]S(=O)(=O)c2ccc(Cl)cc2)c1,-26%,-12%,0%,-6%,-5%,-14%,14,-3%,i
CN(C)CCC1(C2=CCCC2)CC/C(=C/c2ccc(Cl)cc2)C1=O (stereo not given),i,x,-8%,u,-9%,-8%,u,3%,i
COc1ccc(CCNC(=O)CCNC(=O)N2CC(=O)Nc3ccccc32)cc1,i,-23%,-2%,5%,-6%,-5%,1,5%,i
CNC1(C(N)=O)CCN(Cc2ccccc2)CC1,i,-9%,9%,4%,0%,4%,4,-8%,i
O=C(NC1CCN(Cc2ccccc2)CC1)c1ccc2c(c1)OCCCO2,-8%,10%,2%,-10%,0%,9%,-57*,6%,i
O=C(Cn1cncn1)c1ccc(F)cc1F,-24%,x,0%,18%,0%,27%,8,6%,i
Cc1ccc2nc(-c3ccc(SCC(=O)N4CCc5ccccc54)nc3)[nH]c2c1,-9%,x,-5%,u,6%,12%,64,5%,i
CC1CN(C(=O)c2cc(-c3ccc(Cl)s3)nc3ccccc23)CC(C)O1 (stereo not given),-12%,15%,-1%,u,12%,3%,3,1%,i
CN(C)c1cc(C(=O)N(C)c2ccccc2)ncn1,i,0%,-5%,16%,-4%,4%,-4,-2%,i
CC1=NN(C(N)=S)C(=O)C1N=Nc1c(C)n(C)n(-c2ccccc2)c1=O (stereo not given),-18%,12%,-2%,14%,-23%,18%,-22,-4%,i
CC(=O)c1cc(C#N)c(Oc2ccc(Cl)cc2Cl)nc1C,i,x,-1%,0%,1%,8%,-56*,-1%,i
O=C(O)C1CCC(=O)N1C(=O)OCc1ccccc1 (stereo not given),i,-29%,3%,13%,3%,0%,22,-10%,i
Cc1nc(CCNC(=O)Cc2ccc(Cl)cc2)cs1,i,-19%,-2%,-12%,4%,0%,9,-1%,i
CC(C)(C#N)Nc1ccccc1,i,-7%,-5%,6%,2%,-3%,1,-4%,i
CCNc1nc(ON=C(C)C)nc(N(C)C)n1,i,x,-1%,10%,1%,29%,17,7%,i
Cc1ccc(-n2c(C)nc3c(cnn3-c3ccc(C)c(C)c3)c2=O)cc1C,-91%[inhibitor],-7%,-2%,-15%,25%,u,23,6%,i
O=C(NCCN1CCOCC1)c1ccc(NC(=O)C2COc3ccccc3O2)cc1 (stereo not given),i,-3%,-3%,-19%,6%,x,23,0%,i
Cc1cc(=O)c(C(=O)O)cn1-c1ccc(C(C)C)cc1,15%,-1%,8%,13%,-36%[inhibitor],-13%[0.397 µM],-1,-24%,i
COc1ccc(NC(=O)CN(C)CC(=O)Nc2ccc(C)c(S(=O)(=O)N3CCCCC3)c2)cc1,-24%,u,1%,u,1%,15%,-2,2%,i
O=C(Nc1ccc(Br)cc1)N1CCCC(O)C1 (stereo not given),i,0%,2%,3%,-3%,18%,7,4%,i
O=C(NCCCN=C1NS(=O)(=O)c2ccccc21)c1ccc(S(=O)(=O)N2CCOCC2)cc1,-6%[57.5 µM],15%,-12%,14%,6%,-12%,-9,2%,i
COc1ccc2c(c1)C(=O)O[C@@H](c1ccccc1)C[C@@H](O)C(=O)CC2,12%,-3%,8%,4%,-18%,5%,0,-5%,i
CC(C)C[C@@H]1COc2cccc(N3CCC[C@@H]3CO)c2S(=O)(=O)N1,-22%,-3%,8%,-3%,-29%,11%,4,u,i
COc1ccc(-c2noc(CCCC(=O)Nc3ccc(C(N)=O)cc3)n2)cc1,11%[57.5 µM],17%,4%,-4%,-10%,-9%,17,-2%,i
Cc1ccc2nc3c(cc(C(=O)NCc4ccco4)c(=N)n3C(C)C)c(=O)n2c1,i,-17%,x,-10%,-7%,-1%,x,x,x
O=C(C1CC1c1ccccc1)N1CCN(c2cccc(Cl)c2)CC1 (stereo not given),-25%[57.5 µM],38%,0%,u,7%,19%,-2,7%,i
O=C(NN1C(=O)NC2(CCCCC2)C1=O)c1cc2ccccc2o1,i,-4%,-5%,-6%,-16%,10%,4,2%,i
Cc1onc(-c2ccccc2Cl)c1C(=O)Nc1nnc(-c2ccc(F)cc2)s1,-48%[inhibitor],u,-2%,u,-5%,14%,25,10%,i
CCOC(=O)C1CCN(C(=O)COC(=O)CSc2ccc([N+](=O)[O-])cc2)CC1,-21%,3%,-11%,-5%,2%,5%,0,-8%,i
CCN(c1ccccc1)S(=O)(=O)c1ccc(C(=O)Nc2ncccc2O)cc1,i,10%,8%,11%,15%,-4%,-29,10%,i
O=C1CCC(C(=O)OCC(=O)N2N=C3/C(=C/c4ccccc4)CCCC3C2c2ccccc2)N1 (stereo not given),i,u,0%,-26%,18%,14%,-28,17%,i
O=P(c1ccccc1)(c1ccccc1)c1ccccc1C(Br)Br,-19%,3%,1%,u,-18%,2%,-67*,-3%,i
Cc1ccc(NC(=S)NC(=O)c2cncc(Br)c2)c(C)c1,14%,10%,-1%,-10%,u,6%,-19,-11%,i

# Of the compounds above, three have a cyano group:
SMILES,PTHR1 ag,FUS yeast rescue,GLP-1R agonist,GLP1R inv ag,Abeta yeast res,TDP43 rescue,D3 antag,aSyn yeast inh,Akt phos inh
Cc1ccccc1N1C(S)=C(C#N)C(=O)NC1c1ccco1 (stereo not given),-19%,18%,0%,-14%,u,21%,4,-7%,i
CC(=O)c1cc(C#N)c(Oc2ccc(Cl)cc2Cl)nc1C,i,x,-1%,0%,1%,8%,-56*,-1%,i
CC(C)(C#N)Nc1ccccc1,i,-7%,-5%,6%,2%,-3%,1,-4%,i

# Remaining list, next part
SMILES,PTHR1 ag,FUS yeast rescue,GLP-1R agonist,GLP1R inv ag,Abeta yeast res,TDP43 rescue,D3 antag,aSyn yeast inh,Akt phos inh
COc1ccc(NC(=S)SC)cc1OC,-27%,-18%,-3%,2%,15%,11%,4,-2%,i
Cc1cc(NC(=O)CSc2nc(C3CC3)nc3sc(C)c(C)c23)no1,-14%[57.5 µM],22%,4%,0%,15%,-20%,15,6%,i
CCCc1ccc(S(=O)(=O)N/N=C(/C)c2ccc3c(c2)OCO3)cc1,-9%,-2%,0%,-29%,11%,-3%,-8,-3%,i
Cc1cc2oc(C(=O)N(Cc3ccc(N(C)C)cc3)Cc3ccco3)c(C)c2cc1Cl,-7%,-10%,x,1%,-11%,-3%,x,x,x
O=C(CCCSc1ccc(Cl)cc1)Nc1cc(S(=O)(=O)N2CCOCC2)ccc1O,-33%[inhibitor],3%,1%,u,11%,-91%[inhibitor],-5,-3%,i
Cc1cc(=O)oc2c(C)c(OCC(=O)N3CCN(C(=O)C4COc5ccccc5O4)CC3)ccc12 (stereo not given),-27%,17%,-6%,6%,-15%,6%,51,3%,x
COc1ccc(NC(=O)c2cc(-c3cccnc3)nc3c(C)c(C)ccc23)c(OC)c1,-5%[57.5 µM],44%,8%,-5%,13%,1%,22,10%,i
